From PubChem
Polio RdRp inh: inhibitors of poliovirus RNA polymerase binding and polymerization; AID 588519; hit rate 0.66% among 150,000; poliovirus polymerase elongation, fluorescence polarization; stronger effect = lower value; P03300; % elongation, % (compound at 16.7 µg/mL); in the data active means % elongation below about 90%; further: some results filed as inactive read as strong as hits
Target sequence (P03300 1749-2209 limits assumed): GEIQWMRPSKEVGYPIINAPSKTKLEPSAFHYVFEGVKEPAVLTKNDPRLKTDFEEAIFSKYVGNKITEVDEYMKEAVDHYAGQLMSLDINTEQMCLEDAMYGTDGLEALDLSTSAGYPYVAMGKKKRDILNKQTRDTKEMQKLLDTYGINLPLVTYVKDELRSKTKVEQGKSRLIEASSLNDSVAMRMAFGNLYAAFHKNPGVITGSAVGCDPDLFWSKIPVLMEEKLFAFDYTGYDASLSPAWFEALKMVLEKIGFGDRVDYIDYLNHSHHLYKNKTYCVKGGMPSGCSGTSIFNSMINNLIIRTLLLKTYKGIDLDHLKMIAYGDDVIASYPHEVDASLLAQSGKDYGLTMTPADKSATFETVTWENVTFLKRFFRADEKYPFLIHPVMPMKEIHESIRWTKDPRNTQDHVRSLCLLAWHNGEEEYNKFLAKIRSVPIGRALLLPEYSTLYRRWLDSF
Polio RdRp inh FP z-score: also measured in Polio RdRp inh; calls as there; z-score; measured here: FP z-score; hits read low
Starred values were filed as active, the others as inactive. This is a subset. The share of hits here may be higher or lower than overall.

SMILES	Polio RdRp inh	Polio RdRp inh FP z-score
CN(CCO)c1ncnc2c1sc1nc3c(cc12)COC(C)(C)C3	104.0	0.7
Cc1cc(C)c(C#N)c(SCC(=O)N2CCCCC2)n1	101.0	0
CC(C)(C)NC(=O)Nc1cccc2ccccc12	103.0	0.5
COc1cccc(C2C3=C(CC(C)(C)CC3=O)Nc3cc4c(cc32)OCO4)c1 (configuration not stated)	102.0	0.3
CCOC(=O)c1c(NC(=O)/C=C/c2ccc(OC)c(OC)c2)sc(C(C)=O)c1C	92.0	-1.5
O=C(NCC1CCCN1S(=O)(=O)c1ccccc1)c1ccccc1 (configuration not stated)	105.0	0.9
Cc1noc(/C=C/c2ccco2)c1S(=O)(=O)N1CCC(C(=O)N2c3ccccc3CC2C)CC1 (configuration not stated)	105.0	1.4
CC1=C(c2ccc(C)c(C)c2)S(=O)(=O)N=C1N1CCN(c2cccc(C)c2)C(C)C1 (configuration not stated)	106.0	-0.3
NC(N)=NC(N)=NCCc1ccccc1	98.0	-0.6
CN(Cc1ccccc1)c1nc(-c2ccc(F)cc2)cc(C(F)(F)F)n1	107.0	0.7
O=C(CNCCC1=CCCCC1)Nc1ccccc1N1CCCCC1	103.0	0.2
COc1ccc(CC(=O)OCc2nc3ccc(Cl)cc3n2CCO)cc1OC	104.0	0
O=C(NC(=O)c1cccc(F)c1)Nc1nc(-c2ccccc2)cc(C(F)(F)F)n1	104.0	0.2
CC1=C(C(=O)Nc2ccc(Cl)cc2C(=O)NC2CCCC2)SCCO1	103.0	0.4
Nc1nnc(SCC(=O)Nc2nnc(C(F)(F)F)s2)s1	103.0	0.6
COc1ccc(NC(=O)CN2C(=O)CSc3ccc(S(=O)(=O)N(C)C)cc32)cc1OC	99.0	-0.5
O=C(NCc1ccccc1Cl)c1ccc2nc(N3CCOCC3)sc2c1	102.0	0.1
c1ccc2c(c1)nnn2CNc1nonc1-c1ncon1	104.0	0.1
N#Cc1ccc(OCC(=O)Nc2cccnc2Cl)cc1	99.0	-0.9
Cc1ccc(OCC(O)Cn2c(=N)n(CCN3CCCCC3)c3ccccc32)cc1 (configuration not stated)	108.0	-0.4
Cc1oc2ccc(O)c(CN3CCC(C)CC3)c2c1C(=O)Nc1cccc(C(F)(F)F)c1	104.0	0.5
Cc1cccc(C)c1NC1=NC2CS(=O)(=O)CC2S1 (configuration not stated)	101.0	-0.4
Cc1nnc(SC(C(N)=O)C(N)=O)s1	99.0	-0.1
CC(C)NC(=O)c1c2c(nc3ccccc13)CCCC2	100.0	-1.2
O=c1[nH]c2ccc(S(=O)(=O)NC3CC3)cc2[nH]1	101.0	-0.1
CC(CN1CCOCC1)OC(=O)c1ccc2c(c1)OCCO2 (configuration not stated)	107.0	0.4
COc1ccc(CCNc2nc3c(c(C(F)(F)F)n2)CCCCC3)cc1OC	100.0	0
CCc1nnc2c(N3CCN(c4cccc(C(F)(F)F)c4)CC3)nc3ccccc3n12	103.0	-0.5
Cc1cc2ncc(S(=O)(=O)C(C)(C)C)c(N)n2n1	102.0	0
O=C(CSc1ccc(C(=O)O)cn1)Nc1ccc(OC(F)(F)F)cc1	104.0	0.4
O=c1n(Cc2ccc(Cl)cc2)nc2n1-c1ccccc1OC2	105.0	0.1
O=C(c1cccc(S(=O)(=O)Nc2cccc(Cl)c2)c1)N1CCCCC1	101.0	-0.5
COC(=O)C1=C(NNc2ccccc2)CSC1	102.0	0.1
CCN1CCOC2(O)C=CC(=O)C=C12 (configuration not stated)	101.0	-0.2
O=C(NCCC(=O)N1CCN(C(=O)c2ccco2)CC1)c1ccccc1Cl	105.0	0.3
CCN(CC)c1ncccc1C(=O)NCC1CCCO1 (configuration not stated)	104.0	0.7
CCN(CC(=O)Nc1ccc(NC(C)=O)cc1)C(=O)c1ccccc1SCc1c(C)noc1C	101.0	-0.3
CC1=C(C(=O)Nc2ccc(C)cc2C)C(c2ccc(O)cc2)n2nc(SCC(=O)c3ccc(C)cc3)nc2N1 (configuration not stated)	103.0	-0.6
Cc1ccnc2nc(C(=O)NC3CCCc4ccccc43)nn12 (configuration not stated)	106.0	1.1
OC1(C(F)(F)F)CC(c2ccncc2)=NN1 (configuration not stated)	101.0	-0.4
Cc1cc2oc(=O)cc(Cn3ccsc3=N)c2cc1C(C)C	95.0	-1.2
O=C(C1CCCO1)N1CCN(C(=S)NC2CCCCC2)CC1 (configuration not stated)	100.0	-0.1
CCOC(=O)C1C(=O)NC(N2CCc3ccccc32)=NC1c1ccco1 (configuration not stated)	101.0	-0.1
CC(C)(C)OC(=O)N1CCC(c2c(C(=O)N3CCCCC3)cnn2-c2ccccc2Cl)CC1	108.0	0.1
Cc1cc(F)ccc1NC(=O)C1CCCN(C(=O)c2cnn(-c3ccccc3)c2-n2cccc2)C1 (configuration not stated)	104.0	-0.4
CCOc1ccc(OCC(=O)NCCS(=O)(=O)N2CCN(c3cccc(Cl)c3)CC2)cc1	103.0	0
CN1CCN(P2(=S)C3=C(CCC3)C3=C(CCC3)N2c2ccccc2)CC1 (configuration not stated)	103.0	0.1
CC1CCCCC1NC(=O)CCSCc1cccc(Cl)c1 (configuration not stated)	103.0	0.7
O=C(O)/C=C/c1c(Cl)nc2ccccn12	100.0	-0.1
COc1ccc(C(=O)N2c3ccccc3CCc3ccccc32)cc1	102.0	0.2
CN(/N=C/c1ccc(C(C)(C)C)cc1)C1=NCCN1	99.0	-0.7
COc1ccc(CCNC(=O)c2cc3sccc3n2Cc2ccc(Cl)cc2)cc1OC	108.0	1.2
O=c1c(O)c(-c2cccs2)[nH]c2cc(Cl)ccc12	106.0	0.6
Cc1ccc(C(=O)C(C)Sc2nnc3ccccn23)cc1 (configuration not stated)	103.0	-0.1
CSc1cc(C(F)(F)F)c(C(=O)Nc2c(C)cccc2C)cn1	99.0	-0.9
CCc1nc2ccc(C(=O)NCCc3cnc[nH]3)cc2nc1CC	102.0	0.1
Cc1nc(-c2ccc(C(=O)O)cc2)cs1	103.0	0.3
COc1ccc(S(=O)(=O)N(C)Cc2ccccc2)cc1OC	100.0	0.1
CN(C)c1ccc(NC(=O)C2CC3CCCC(C2)C3=O)cc1 (configuration not stated)	100.0	0
NCc1ccc2cc[nH]c(=O)c2c1	100.0	-0.4
Other compounds:
SMILES	Polio RdRp inh	Polio RdRp inh FP z-score
O=C1NCCCCC1NS(=O)(=O)c1cccc(C(F)(F)F)c1 (configuration not stated)	103.0	0.4
CC(C)=CC(=O)Nc1cc(Cl)ccc1C	100.0	-0.2
CCOc1ccccc1NC(=O)N1CCC(N2CCN(Cc3ccccc3)C(=O)C2=O)CC1	107.0	0.1
O=C1CC(NC2CCN(c3ncccn3)CC2)C(=O)N1c1ccc(F)cc1 (configuration not stated)	100.0	-0.8
O=C(O)c1cc(C(=O)O)cc(-c2ccc(C=Nc3ccc4[nH]c(=O)[nH]c4c3)o2)c1	74.0	-2.6
O=C1CCC(=O)N1OCC(=O)N(c1ccccc1)c1ccccc1	99.0	-0.6
CC(C)n1c(-c2ccncc2)n[nH]c1=S	102.0	0.7
Cc1c(C)n(Cc2ccccc2)c2ccc(C(=O)NCc3ccc(OC(C)C)cc3)cc12	102.0	-1
CC(=O)N(c1ccccc1)c1nc(C)cc(C)c1C#N	100.0	-0.3
Cc1ccc(C)c(-c2[nH]c3c(c2-c2c(-n4cccc4)n(C)c(=O)[nH]c2=O)c(=O)[nH]c(=O)n3C)c1	104.0	-0.1
Cc1ccccc1OCCN1C(=O)NC(CC(C)C)C1=O (configuration not stated)	103.0	0
CCCCn1c(-c2cc3c(s2)CCC3)nc2cc(S(N)(=O)=O)ccc21	91.0	-0.7
Cn1c(NN)nc2ccccc2c1=O	104.0	0.5
O=C(O)COc1cc(O)c2c(=O)c(-c3ccc4c(c3)OCCO4)coc2c1	105.0	0.3
COC(CN(C)S(=O)(=O)c1ccc(N2CCCCS2(=O)=O)cc1)OC	100.0	-0.3
CC(C)c1cccc(C(C)C)c1NC(=O)C(C)(C)C	105.0	0.3
COc1cccc(C(=O)NCCN2CCOCC2)c1	101.0	-0.2
N#Cc1ccc(C(=O)Nc2ccc3c(c2)N(C2CCCC2)C(=O)c2ccccc2S3)cc1	111.0	0.8
Cc1nn(-c2ccc(F)cc2)c(-n2cccc2)c1C(=O)N(C)Cc1ccccc1	101.0	-0.7
FC(F)(F)c1cccc(OCCCn2cncn2)c1	99.0	-0.8
CC(C)Sc1nc2ccccc2n1CC(=O)N1c2ccccc2CC1C (configuration not stated)	96.0	-0.6
COc1ccc(NC(=O)CC2C(=O)N(c3ccc(OC)cc3)C(=O)N2Cc2ccc(OC)c(OC)c2)cc1 (configuration not stated)	107.0	0.3
CC(C)CCN1NC2(CCCCC2)NC1=S	101.0	-0.2
COc1ccc(NC(=O)c2ccc3nc(CCc4ccccc4)oc3c2)c(OC)c1	113.0	1.4
CC1(C)Cc2c(sc3nc(N4N=N4)nc(NCCO)c23)CO1	100.0	-0.6
CCc1oc(C(=O)O)cc1CN	104.0	0.8
Cc1cc2c(cc1C)C(c1cccc(OC(C)C)c1)CC(=O)N2 (configuration not stated)	110.0	1.2
COc1ccc2[nH]c3c(c2c1)CC(C)NC3=O (configuration not stated)	102.0	-0.3
COC(=O)c1ccc(COC(=O)Cc2coc3cc4c(cc23)CCC4)o1	102.0	-0.2
CCCC(=O)Nc1nnc(S(=O)(=O)N(C)Cc2ccc(Cl)cc2)s1	106.0	0
Cc1no[n+]([O-])c1COc1ccccc1/C=C1\NC(=S)NC1=O	104.0	0.3
CC1=C(C(=O)Nc2ccc(C)cc2)C2(CCCCCC2)OC1=O	100.0	-0.6
COc1cccc(NC(=O)CCn2nc(-c3ccccc3OC)c3c(C)cc(C)nc32)c1	104.0	0.6
O=C(NCc1ccccc1)C1CCN(c2ncnc3c2nc2n3CCCCC2)CC1	109.0	0.6
CCOc1ccc(Nc2nc(C3(C)CC4(CC(C)(C)OC4=O)C(=O)O3)cs2)cc1 (configuration not stated)	102.0	0.2
Cc1ccc(-n2c3c(cc(C(=O)Nc4ccccc4C(N)=O)c2=O)C(=O)CC(C)(C)C3)cc1	111.0	0.1
O=C(OCc1ccccc1Cl)c1ccco1	104.0	1.5
Cc1ccc2c(CC(=O)NCC(=O)Nc3c(C)cccc3C)coc2c1	100.0	-0.1
Cc1ccc(C)c(N2CCN(C3(c4ccccc4)C(=O)c4ccccc4C3=O)CC2)c1	100.0	-1.5
CN(C)c1ccc(-c2n[nH]c3c2C(=O)CCC3)cc1	106.0	0.4
Cn1nnnc1SCC(=O)c1ccc(Br)s1	108.0	0.5
CCCNC(=O)C1=C(C)C(=O)OC12CCN(S(C)(=O)=O)CC2	101.0	0.2
O=C(c1ccc(F)cc1)n1cc(Cl)cn1	100.0	-0.2
Cc1ccc(Cn2c(SCc3ccc(C(=O)NCCc4ccccc4)cc3)nc3ccncc32)cc1	107.0	-0.1
CCCCCC1/C(=N/OC(C)=O)CCC1CC(=O)OC (configuration not stated)	102.0	0.1
CCOC(=O)c1c(C)[nH]c(C)c1S(=O)(=O)N(C)CC(=O)Nc1ccc(C)c(N(C)C)c1	103.0	-0.3
Cc1ccc(S(=O)(=O)NCC(c2ccco2)N2CCOCC2)cc1 (configuration not stated)	110.0	0.7
CCOc1cc(C2c3c(oc4ccc(F)cc4c3=O)C(=O)N2Cc2ccc(C)cc2)ccc1O (configuration not stated)	100.0	-0.7
Cn1cc(/C=C(/C#N)c2ccc(C(=O)O)cc2)c2ccccc21	100.0	-0.6
CCn1c2ccccc2c2nnc(SCC(=O)Nc3nccs3)nc21	101.0	-0.4
O=C1OCCC1Sc1nc(-c2ccccc2)cs1 (configuration not stated)	99.0	-0.4
O=S(=O)(c1ccc(OCC(O)CN2CCCCC2)cc1)N1CCOCC1 (configuration not stated)	110.0	0.5
CCn1ccc2cc(S(=O)(=O)N3CCCN(C(=O)Nc4ccccc4F)CC3)ccc21	97.0	-2.3
NC(=O)C1CCN(C(=O)NC2CC(=O)N(c3ccc(Cl)cc3)C2)CC1 (configuration not stated)	101.0	-0.3
CCCCOc1cccc(OCCCC)c1Nc1cc(C)on1	100.0	0
CCCCN(C)S(=O)(=O)c1ccc2c(c1)CC(C)N2C(C)=O (configuration not stated)	100.0	-0.1
c1coc(-c2cc(-c3nc4c5ccccc5ncn4n3)n[nH]2)c1	105.0	1
COc1ccc(S(=O)(=O)Nc2cccc(-c3ccc(N4CCCCCC4)nn3)c2)cc1	104.0	-0.5
C/C(N)=C(/C#N)C(=O)CSc1nnc(-c2cccnc2)n1C1CCCCC1C (configuration not stated)	106.0	0.4
O=C(Nc1ccc(S(=O)(=O)c2ccc(NC(=O)c3ccco3)cc2)cc1)c1ccco1	101.0	-0.2
O=S(=O)(c1ccc(F)cc1)N1CCN(S(=O)(=O)c2cccs2)CC1	100.0	-0.8

Of the compounds above, twelve have a furan ring, fused or not.
SMILES	Polio RdRp inh	Polio RdRp inh FP z-score
Cc1noc(/C=C/c2ccco2)c1S(=O)(=O)N1CCC(C(=O)N2c3ccccc3CC2C)CC1 (configuration not stated)	105.0	1.4
Cc1oc2ccc(O)c(CN3CCC(C)CC3)c2c1C(=O)Nc1cccc(C(F)(F)F)c1	104.0	0.5
O=C(NCCC(=O)N1CCN(C(=O)c2ccco2)CC1)c1ccccc1Cl	105.0	0.3
CCOC(=O)C1C(=O)NC(N2CCc3ccccc32)=NC1c1ccco1 (configuration not stated)	101.0	-0.1
O=C(O)c1cc(C(=O)O)cc(-c2ccc(C=Nc3ccc4[nH]c(=O)[nH]c4c3)o2)c1	74.0	-2.6
CCc1oc(C(=O)O)cc1CN	104.0	0.8
COC(=O)c1ccc(COC(=O)Cc2coc3cc4c(cc23)CCC4)o1	102.0	-0.2
O=C(OCc1ccccc1Cl)c1ccco1	104.0	1.5
Cc1ccc2c(CC(=O)NCC(=O)Nc3c(C)cccc3C)coc2c1	100.0	-0.1
Cc1ccc(S(=O)(=O)NCC(c2ccco2)N2CCOCC2)cc1 (configuration not stated)	110.0	0.7
c1coc(-c2cc(-c3nc4c5ccccc5ncn4n3)n[nH]2)c1	105.0	1
O=C(Nc1ccc(S(=O)(=O)c2ccc(NC(=O)c3ccco3)cc2)cc1)c1ccco1	101.0	-0.2
